Pf Dd2 inh = inhibitors of Plasmodium falciparum Dd2 growth; P. falciparum Dd2 growth, SYBR Green, 72 h; Potency, µM (highest dose often 28.9 µM), for inactives: at the highest dose activity, negative = inhibition, hits mostly inhibitors; hit rate 4.3% among 120,000; AID 1347417; active = well fitted inhibition curve with a large enough effect; inconclusive = small, poorly fitted or top-dose-only effect; inactive = no such curve, though single readings can be large or run the other way;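 also: plate controls were DMSO vehicle for no effect and reference drug for full effect; nearly all actives have a fitted effect of over 65% in size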
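Readout: SYBR Green fluorescence, 485 nm excitation, 535 nm emission, after ~16 h lysis at 37C. Before that, Dd2-infected red cells (2.5% hematocrit) grew 72 h with compound, 29 uM top final concentration.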
An asterisk follows results filed as active; i = inactive; ? = inconclusive; [ ] = remark or other dose. Potency is read from the fitted curve at half-maximal effect. This is a subset, so the mix of outcomes need not match the whole.

SMILES	Pf Dd2 inh
Cc1cnc2c(c1SCC(=O)Nc1ccc(F)cc1F)c(=O)n(C)c(=O)n2C	?
CCCN1CCCC12Cc1ccccc1CN([S+](C)(=O)[O-])C2 (stereo not given)	?
Cc1nnc(N2CCC(C(=O)NCc3cccc(Cl)c3)CC2)c2nn(-c3ccccc3)c(C)c12	-1%
O=C(CCC1CCCCC1)N1CC2CC(C1)[C@H]1CCCC(=O)N1C2 (stereo not given in full)	8%
O=C(c1ccncc1)N1CCC(Oc2cccc(F)c2)C1 (stereo not given)	-21%
COc1cc(NC(=O)Cn2cc(C(=O)c3ccc(F)cc3)c(=O)c3ccc(C)nc32)cc(OC)c1	?
Cc1ccccc1C(=O)NC1CCN(c2cc(-c3ccc(Cl)cc3)[nH]n2)C1 (stereo not given)	i
COc1ccc(-c2cc(N3CCCC(NC(=O)c4ccc(OC)cc4OC)C3)n[nH]2)cc1 (stereo not given)	?
O=C(NCC1CC1)c1coc(COc2ccc3c(c2)C(c2cccc(F)c2)N(C(=O)C2CC2)CC3)n1 (stereo not given)	-19%
O=C(NC1CCCN(c2cc(-c3ccc(F)cc3)[nH]n2)C1)c1c[nH]c2ccccc12 (stereo not given)	?
Cc1ccc(NC(=O)Cn2c(=O)n(Cc3nc(-c4ccccc4)no3)c(=O)c3cc4c(cc32)OCO4)c(C)c1	87%[activator]
CN(C)C[C@@H]1CN(c2ncccn2)C[C@H]1NC(=O)c1ccc2cc[nH]c2c1	-26%
CN(CC[C@H]1CN(C(=O)c2cccs2)CC[C@H]1CC(=O)O)c1ccccc1	?
CCc1ccc(NC(=O)CN(c2ccc(Cl)cc2)S(=O)(=O)c2ccsc2C(=O)OC)cc1	11µM*
COCCn1c(C)cnc1CC1CCN(C(=O)Nc2ccccc2F)C1 (stereo not given)	?

Looked up by structure from above, 2 records:
SMILES	Pf Dd2 inh
O=C(CCC1CCCCC1)N1CC2CC(C1)[C@H]1CCCC(=O)N1C2 (stereo not given in full)	8%
CCc1ccc(NC(=O)CN(c2ccc(Cl)cc2)S(=O)(=O)c2ccsc2C(=O)OC)cc1	11µM*

(more compounds)
SMILES	Pf Dd2 inh
CCCCNC(=O)CN1C(=O)NC(c2ccc(OCC)cc2)C2=C1COC2=O (stereo not given)	-17%
CC(C)c1nc(-c2ccc(OC3CCN(C(=O)c4n[nH]c5ccccc45)C3)cc2)no1 (stereo not given)	?
CN1CCCC2(CCN(C(=O)CCc3ccccc3O)C2)C1=O (stereo not given)	-5%
CC(C)NC(=O)C(NC(=O)c1ccc2c(c1)OCO2)C1CCN(C(=O)c2ccc(Cl)cc2)CC1 (stereo not given)	i
Cc1ccc(NC(=O)CN2C(=O)NC3(CCC(C)CC3)C2=O)cc1 (stereo not given)	i
Cc1ccc(Sc2c(C(=O)NCc3ccccc3C)[nH]c3ccccc23)cc1	27%
O=C1NC2(CCCN(C(=O)c3ccccc3)C2)Oc2ccccc21 (stereo not given)	i
COCCN1CCNc2nc(COc3cccc(F)c3)n(Cc3ccccc3)c2C1=O	?
COc1ccc(-c2ccnc3nc(-c4cccs4)nn23)c(F)c1	?
CS(=O)(=O)N1CCC(CC(=O)Nc2ccccc2)C1 (stereo not given)	i
Cc1cc(C)n(C(C)CC(=O)NCc2ccc(N(C)C)cc2)n1 (stereo not given)	2%
Cc1cc(C)cc(C(=O)N2CCCC(n3cc(-c4nc(C(C)C)no4)nn3)C2)c1 (stereo not given)	136%[activator]
CCCCN(C)CCNC(=O)c1nn(-c2ccc(OC)cc2)c(=O)c2c1c1ccccc1n2C	?
CCOCCCNCc1ccc(-c2ccccc2)o1	11µM*
CC(C)c1cnc2c(c1SCC(=O)O)c(=O)n(C)c(=O)n2C	28%

Some values from the entries so far:
Cc1ccc(Sc2c(C(=O)NCc3ccccc3C)[nH]c3ccccc23)cc1 in Pf Dd2 inh → 27%
Cc1cc(C)n(C(C)CC(=O)NCc2ccc(N(C)C)cc2)n1 (stereo not given) in Pf Dd2 inh → 2%
CCOCCCNCc1ccc(-c2ccccc2)o1 in Pf Dd2 inh → 11µM*

(cont.)
SMILES	Pf Dd2 inh
Cc1cc(F)cc(CN2CCc3nc(C(=O)NCc4ccncc4)oc3CC2)c1	?
CC(=O)NC1(C)CCN(Cc2ccccc2-c2ccc3ccccc3c2)C1 (stereo not given)	?
CCOc1ccc(C(=O)NCc2ccc3c(c2)CCN3C(=O)c2ccccc2)cc1	?
CS(=O)(=O)N1CCc2ccc(C(=O)Nc3ccc(Cl)c(C(F)(F)F)c3)cc21	?
COc1cccc(CN[C@H]2[C@H](O)[C@H](O)C[C@@H]2c2cccnc2)c1	-7%[44.1 µM]
CC(C)CN1C(=O)C(C)(C)[S+](=O)([O-])[C@@H]2CN(c3ccc(OC(F)(F)F)cc3)C[C@@H]21	i
COCCN(C)C[C@H]1C[C@H](CO)CN(C(=O)CN2CCc3ccccc3C2)C1	-20%
Cn1cnnc1CCC(=O)N[C@H](c1ccccn1)C1CC(O)C1 (stereo not given in full)	-20%
CCc1nc2c(c(-c3ccc(OC)cc3)n1)CN([S+](=O)([O-])c1cccc(C(F)(F)F)c1)CC2	-8%
CCc1ccc(C2C(C(=O)Nc3ccccc3C)=C(C)Nc3nc(SCc4cccc(OC)c4)nn32)cc1 (stereo not given)	16%
COc1ccc(NC(=O)CSc2nc3ccccc3[nH]2)cc1	?
Cn1nccc1CN1CCCC2(CNc3ccccc3[S+](=O)([O-])N2)C1 (stereo not given)	-3%
CCc1nc2c(c(-c3ccc(OC)cc3)n1)CCN(C(=O)c1ccccc1OC)CC2	-10%
COCCc1noc([C@@H]2CN(C(=O)c3ccc(C)cc3C)C[C@H]2CO)n1	-8%
Cc1cccc(C(=O)Nc2c(C(=O)N3CCN(c4ccc(F)cc4)CC3)oc3ccccc23)c1	13µM*
O=C(O)c1ccc(CC2CCN(C(=O)c3cccc(Cn4cccn4)c3)C2)cc1 (stereo not given)	-16%
c1ccc(-c2nc3c(c(N4CCNCC4)n2)CCC3)cc1	-16%
O=C(C1CCC1)N1CCc2nn(Cc3ccccc3)c(=O)n2CC1	28%
COC(=O)CNC(=O)N1CCC(Cc2noc(-c3ccncc3)n2)C1 (stereo not given)	-17%
Cc1noc(C)c1Cc1ccc(C(=O)N2CCC(C)(c3noc(-c4ccccn4)n3)CC2)o1	-8%
COc1cccc(CCNC(=O)c2c(C)noc2-c2ccccc2OC)c1	-4%
O=C(c1cc2c(s1)-c1ccccc1OC2)N1CCN(c2ccc(F)cc2)CC1	15%
CCCn1cc(S(=O)(=O)c2cccc(Cl)c2)c(=O)c2cc(F)c(N3CCOCC3)cc21	?
COc1ccc(CCc2nc3nccc(-c4ccsc4)n3n2)cc1	?
Cc1ccc(NC(=O)C2CCCN(S(=O)(=O)c3c(C)n[nH]c3C)C2)cc1C (stereo not given)	i
O=C(O)c1ccc(Nc2nc(-c3ccccc3)c3cc(Br)ccc3n2)cc1	-24%
Cc1noc(C)c1[S+](=O)([O-])N1CCC2(CC1)CC(=O)c1ccccc1O2	1%
Cc1cc(=O)n(CC(=O)NCc2ccccc2Br)c(N2CCc3ccccc3C2)n1	?
Cc1ccc(C(=O)N2CCCC(n3cc(-c4nc(C(C)C)no4)nn3)C2)cc1C (stereo not given)	-15%
COc1cccc(C2NC(=O)c3n[nH]c(-c4cccs4)c32)c1 (stereo not given)	-14%
COC(=O)C1=C(C)N=C2SC=C(CC(=O)NCC3CCCO3)N2C1c1ccccc1C (stereo not given)	-16%
O=C1CCC2(CCNCC2)CCN1	18%
COc1cc(CN(C(=O)COc2ccccc2Cl)c2ccccn2)cc(OC)c1OC	-10%
CCC(=O)N1CCc2cc(Br)cc(S(=O)(=O)CCC(=O)Nc3cccc(C)c3C)c21	-2%
COc1ccc(Cn2c(C(=O)O)c(CNCCc3ccccc3Cl)c3ccc(C)cc32)cc1	?
COc1ccc2[nH]c3c(c2c1)CCN(C(=O)c1cccc(Cl)c1)C3c1ccc(F)cc1 (stereo not given)	-20%
CSCCNC(=O)c1coc(CN2CCN(C/C=C/c3ccccc3)CC2)n1	-6%
O=C1NC(=NC2CCCCC2)C2(CCN(CC3CC3)CC2)N1c1cccnc1	18%
COc1ccc(S(=O)(=O)c2cn(C)c3ccc(C)cc3c2=O)cc1	21%
CCc1cccc(C)c1NC(=O)CN1C(=O)c2cccc3cccc1c23	20%
CC(=O)NC1CCN(c2nc(-c3cccnc3)nc3c2cnn3C)C1 (stereo not given)	-20%
NC(=O)c1cccnc1OC1CCN(Cc2ccc[nH]2)CC1	?
Cc1ccc(C(=O)N[C@@H]2C=C(C(=O)N[C@@H](CCS(C)(=O)=O)C(N)=O)C[C@@H](O)[C@@H]2O)cc1	3%
COc1cccc(C(=O)N2CCc3onc(-c4cccc(F)c4)c3C2)c1OC	-14%
COc1cccc(CC(=O)N2CCCn3nc(C)c(-c4ccccc4OCc4ccccc4)c32)c1	?
Cc1ccsc1CCN1C(=O)N(c2ccc(F)cc2)C(=O)C1CC(=O)Nc1ccccc1 (stereo not given)	22%
Cc1noc([C@@H]2CN(C(=O)NCc3ccccc3)C[C@H]2C(N)=O)n1	12%
Cc1ccc(C(=O)NCCn2c(C)cc3ccccc32)cc1C	?
CN1CCCN(C(=O)c2cccs2)c2ccccc21	-8%
CC1=C[C@@H](CN2CCN(c3ccccn3)CC2)[C@H](C(C)C)C[C@H]1Cc1nnc(-c2ccc([N+](=O)[O-])cc2)o1	3.5µM*
COc1ccc(Cl)cc1CNCCSc1nnnn1-c1ccccc1	?
CCN1CCC2(Cc3ccccc3CN(S(C)(=O)=O)C2)C1 (stereo not given)	?
CC1=NS(=O)(=O)N(Cc2ccccc2)C=C1C(=O)OCc1nc(Cc2ccc(C)cc2)no1	-22%
O=C(NCc1ccccc1)[C@H]1CN(Cc2ccccc2)C[C@H]1C(=O)O	?
O=C(NCC1CCOCC1)Nc1ccccc1Br	i
CN1[C@@H](CCC(=O)NCc2ccco2)CNC(=O)[C@@H]2[C@H]1CCN2Cc1cccc(Cl)c1	i
Cc1cccc(OCC2(CNC(=O)c3cnccn3)C[C@@H](O)[C@@H](O)C2)n1 (stereo not given in full)	-20%[44.1 µM]
COc1ccccc1-c1cc([C@H]2CN3CC[C@H]2C[C@@H]3CNS(=O)(=O)c2ccc(NC(C)=O)cc2)nc(C)n1	i
CC(C)NC(=O)N1CCCC1c1nc(CCOc2ccc(F)cc2)no1 (stereo not given)	-4%
O=C1N(C2CCOCC2)C[C@H]2CN(Cc3cccc(Cl)c3)CCN12	i

Further compounds follow:
SMILES	Pf Dd2 inh
Cc1ccc2c(c1)C(c1ccc(F)cc1)N(C(=O)c1cccc(C(F)(F)F)c1)CC(=O)N2 (stereo not given)	?
COc1ccc2nc3sc(C(=O)Nc4cc(Cl)c(OC)cc4OC)cc3cc2c1	13%
COc1cccc(-c2nc3cnccn3c2NCCC(=O)N2CCc3ccccc32)c1	i
CC(C)c1ccc(OCC(O)CN2CCN(c3ccc(F)cc3)CC2)cc1 (stereo not given)	-23%
O=C(COc1ccccc1)N[C@H]1CO[C@H]2[C@@H]1OC[C@@H]2Nc1nccc(-c2cccs2)n1	?
c1ccc(-c2noc(-c3ccn4c(CN5CCN(c6ccccc6)CC5)nnc4c3)n2)cc1	-19%
CCOc1ccccc1C1Nc2ccccc2-c2nnc(SCc3ccccc3)nc2O1 (stereo not given)	i
COc1nc2c(cc1CNC(=O)C1CCCC1)C(=O)N(CCc1ccccn1)C2	-20%
CN(CC1CCOCC1)S(=O)(=O)c1ccccc1	15%
O=C(NCC1CCOCC1)C1=NO[C@@H]2CN(CCc3ccccc3)C[C@H]12	22%[44.1 µM]
CNC(=O)[C@@H]1CN(C(=O)c2coc(C)n2)C[C@H]1COC	11%
CCCN(CCC)C(=O)CN1C(=O)NC2(CCC(C)CC2)C1=O (stereo not given)	i
O=c1c(N2CCc3ccccc3C2)csc2ccc(Cl)cc12	41%[activator][0.594 µM]
O=C(OCc1cc(=O)n2nc(C3CC3)sc2n1)c1ccc(F)cc1	23%
Cc1nn2c(C(F)(F)F)cc(-c3ccc(OC(C)C)cc3)nc2c1C#N	i
CCOc1ccc(NC(=O)Cn2c(CCC(=O)O)ccc2-c2ccc(Cl)cc2)cc1	-21%
CCOc1ccc(C(=O)N2CCC3(CCCN(C)C3=O)C2)o1 (stereo not given)	4%
Cc1ccc(CN2CC[C@@H]3[C@H]2C(=O)NC[C@H](CCC(=O)NCc2ccc(F)cc2)N3C)cc1	i

Entries listed so far containing a Cl atom:
SMILES	Pf Dd2 inh
Cc1nnc(N2CCC(C(=O)NCc3cccc(Cl)c3)CC2)c2nn(-c3ccccc3)c(C)c12	-1%
Cc1ccccc1C(=O)NC1CCN(c2cc(-c3ccc(Cl)cc3)[nH]n2)C1 (stereo not given)	i
CCc1ccc(NC(=O)CN(c2ccc(Cl)cc2)S(=O)(=O)c2ccsc2C(=O)OC)cc1	11µM*
CC(C)NC(=O)C(NC(=O)c1ccc2c(c1)OCO2)C1CCN(C(=O)c2ccc(Cl)cc2)CC1 (stereo not given)	i
CS(=O)(=O)N1CCc2ccc(C(=O)Nc3ccc(Cl)c(C(F)(F)F)c3)cc21	?
CCCn1cc(S(=O)(=O)c2cccc(Cl)c2)c(=O)c2cc(F)c(N3CCOCC3)cc21	?
COc1cc(CN(C(=O)COc2ccccc2Cl)c2ccccn2)cc(OC)c1OC	-10%
COc1ccc(Cn2c(C(=O)O)c(CNCCc3ccccc3Cl)c3ccc(C)cc32)cc1	?
COc1ccc2[nH]c3c(c2c1)CCN(C(=O)c1cccc(Cl)c1)C3c1ccc(F)cc1 (stereo not given)	-20%
COc1ccc(Cl)cc1CNCCSc1nnnn1-c1ccccc1	?
CN1[C@@H](CCC(=O)NCc2ccco2)CNC(=O)[C@@H]2[C@H]1CCN2Cc1cccc(Cl)c1	i
O=C1N(C2CCOCC2)C[C@H]2CN(Cc3cccc(Cl)c3)CCN12	i
COc1ccc2nc3sc(C(=O)Nc4cc(Cl)c(OC)cc4OC)cc3cc2c1	13%
O=c1c(N2CCc3ccccc3C2)csc2ccc(Cl)cc12	41%[activator][0.594 µM]
CCOc1ccc(NC(=O)Cn2c(CCC(=O)O)ccc2-c2ccc(Cl)cc2)cc1	-21%

Screens as filed in PubChem.
